# NSD2 block = inhibitors of human NSD2, primary screen, biochemical, plate reader, single point; 44,000 compounds, 0.07% hits; inhibition, % at 12.5 µM; NSD2-SET H3K36me1 DELFIA fluorescence; in the data active = inhibition above about 54%, passing the limit was not always enough; inconclusive = no clear call, values can overlap the other calls;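 note: inhibitors reduce the monomethyl H3K36 fluorescence signal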
# Target sequence (O96028 whole entry, looked up): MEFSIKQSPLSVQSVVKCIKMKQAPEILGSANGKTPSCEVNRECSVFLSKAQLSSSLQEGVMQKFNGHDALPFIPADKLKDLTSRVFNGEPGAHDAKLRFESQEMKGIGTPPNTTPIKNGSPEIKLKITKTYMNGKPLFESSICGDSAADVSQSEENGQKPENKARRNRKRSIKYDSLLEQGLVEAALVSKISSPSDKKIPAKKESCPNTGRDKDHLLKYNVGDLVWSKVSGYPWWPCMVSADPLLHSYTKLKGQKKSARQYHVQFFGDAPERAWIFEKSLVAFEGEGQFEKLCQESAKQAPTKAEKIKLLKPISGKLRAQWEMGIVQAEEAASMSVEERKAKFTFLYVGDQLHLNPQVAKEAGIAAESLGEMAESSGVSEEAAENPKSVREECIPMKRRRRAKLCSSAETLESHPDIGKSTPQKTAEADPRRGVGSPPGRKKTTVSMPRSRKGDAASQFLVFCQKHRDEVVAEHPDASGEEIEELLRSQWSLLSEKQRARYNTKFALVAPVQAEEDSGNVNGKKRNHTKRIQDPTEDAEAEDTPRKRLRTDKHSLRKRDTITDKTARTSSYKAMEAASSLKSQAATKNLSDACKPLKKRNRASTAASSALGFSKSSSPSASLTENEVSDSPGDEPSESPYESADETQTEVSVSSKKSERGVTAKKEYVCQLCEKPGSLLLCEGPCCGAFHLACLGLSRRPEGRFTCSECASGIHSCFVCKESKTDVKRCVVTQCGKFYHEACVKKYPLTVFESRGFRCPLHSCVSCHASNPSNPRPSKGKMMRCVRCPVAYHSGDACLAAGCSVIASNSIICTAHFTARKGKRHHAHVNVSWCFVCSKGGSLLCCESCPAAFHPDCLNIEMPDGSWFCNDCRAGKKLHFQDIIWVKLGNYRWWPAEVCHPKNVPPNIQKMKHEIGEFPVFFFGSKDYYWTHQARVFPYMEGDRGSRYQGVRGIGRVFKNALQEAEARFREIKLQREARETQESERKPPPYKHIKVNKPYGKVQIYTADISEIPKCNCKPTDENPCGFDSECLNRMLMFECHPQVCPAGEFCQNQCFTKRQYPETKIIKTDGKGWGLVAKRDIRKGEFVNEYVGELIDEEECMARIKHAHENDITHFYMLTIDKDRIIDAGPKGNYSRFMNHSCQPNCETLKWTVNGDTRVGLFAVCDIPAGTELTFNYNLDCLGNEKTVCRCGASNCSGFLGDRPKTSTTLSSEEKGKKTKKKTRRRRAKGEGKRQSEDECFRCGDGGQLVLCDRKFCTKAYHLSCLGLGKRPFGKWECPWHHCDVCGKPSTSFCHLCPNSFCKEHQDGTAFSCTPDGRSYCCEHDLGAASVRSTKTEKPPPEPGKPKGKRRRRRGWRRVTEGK
# * = called active by the depositor; ? = inconclusive. The list is partial. The share of hits here may be higher or lower than overall.
NSD2 block,smiles
-18,C[C@@H]1CN([C@H](C)CO)C(=O)Cc2cc(NS(=O)(=O)c3cccs3)ccc2O[C@H]1CN(C)Cc1ccc(Oc2ccccc2)cc1
-6,O=C(Nc1ccccc1O)C1=C[C@H](c2coc3ccccc3c2=O)C[C@H](OCCCCO)O1
-4,CN(C)CCn1nnc2c(=O)oc3ccccc3c21
-4,COc1ccc(NC(=O)N(C)C[C@H]2OCCCC[C@@H](C)Oc3ccc(NS(=O)(=O)c4ccc(OC)cc4)cc3C(=O)N([C@@H](C)CO)C[C@H]2C)cc1
-14,Cc1noc(C)c1NC(=O)N(C)C[C@@H]1OCCCC[C@H](C)Oc2ccc(N(C)C)cc2C(=O)N([C@H](C)CO)C[C@H]1C
1,O=C(Nc1ccc2c(c1)[C@H]1C[C@@H](CC(=O)N3CCOCC3)O[C@H](CO)[C@H]1O2)NC1CCCC1
3,C/C=C/c1ccc2c(c1)O[C@@H](CN(C)C(=O)CN1CCOCC1)[C@H](C)CN([C@H](C)CO)S2(=O)=O
2,C[C@@H]1CCCCO[C@H](CN(C)S(=O)(=O)c2cccs2)[C@@H](C)CN([C@H](C)CO)C(=O)c2cc(NC(=O)c3ccccc3)ccc2O1
3,COc1ccc(NC(=O)N(C)C[C@H]2Oc3ccc(NS(=O)(=O)c4ccc(F)cc4)cc3C(=O)N([C@@H](C)CO)C[C@H]2C)cc1
0,C[C@@H]1CCCCO[C@H](CN(C)Cc2ccc(C(=O)O)cc2)[C@@H](C)CN([C@@H](C)CO)C(=O)c2cc(NC(=O)Cc3ccccc3)ccc2O1
3,C[C@H](CO)N1C[C@H](C)[C@@H](CN(C)CC2CC2)Oc2ccc(NC(=O)C3CCCCC3)cc2CC1=O
0,CC(C)NC(=O)N(C)C[C@H]1Oc2cc(-c3ccncc3)ccc2S(=O)(=O)N([C@@H](C)CO)C[C@@H]1C

# Arranged by molar mass (low to high): some entries from above
NSD2 block,smiles
1,O=C(Nc1ccc2c(c1)[C@H]1C[C@@H](CC(=O)N3CCOCC3)O[C@H](CO)[C@H]1O2)NC1CCCC1
3,C[C@H](CO)N1C[C@H](C)[C@@H](CN(C)CC2CC2)Oc2ccc(NC(=O)C3CCCCC3)cc2CC1=O
2,C[C@@H]1CCCCO[C@H](CN(C)S(=O)(=O)c2cccs2)[C@@H](C)CN([C@H](C)CO)C(=O)c2cc(NC(=O)c3ccccc3)ccc2O1

# More records:
NSD2 block,smiles
6,C=C1c2c(Cl)ccc(O)c2C(=O)C2C(=O)[C@]3(O)C(=O)C(C(N)=O)C(=O)[C@@H](N(C)C)[C@@H]3[C@@H](O)C12 (some centres undefined)
-1,COc1cccc2c1OC1=C(C(=O)CC(C)(C)C1)C2CC(=O)c1ccc(O)cc1 (centres undefined)
0,COc1ccc(S(=O)(=O)Nc2cccc3c2O[C@H](CN(C)S(=O)(=O)c2c(C)noc2C)[C@@H](C)CN([C@@H](C)CO)C3=O)cc1
1,C[C@@H]1CN([C@H](C)CO)C(=O)c2cc(NC(=O)CCCCCC(=O)Nc3ccccc3N)ccc2O[C@@H]1CN(C)Cc1ccccc1
2,C[C@@H]1CN([C@H](C)CO)C(=O)c2cc(C3=CCCCC3)cnc2O[C@H]1CN(C)Cc1ccccc1
?,C[C@@H]1CCCCO[C@@H](CN(C)C(=O)C2CCCCC2)[C@H](C)CN([C@@H](C)CO)C(=O)c2cc(NC(=O)Nc3ccccc3)ccc2O1
-3,C[C@@H]1CCCCO[C@H](CN(C)S(=O)(=O)c2ccccc2)[C@H](C)CN([C@H](C)CO)C(=O)c2cc(NS(=O)(=O)c3ccc(Cl)cc3)ccc2O1
-2,COc1ccccc1CCNS(=O)(=O)c1ccc(C(=O)O)n1C
4,C[C@@H]1CN([C@H](C)CO)C(=O)c2cc(C#Cc3cccc(F)c3)cnc2O[C@H]1CN(C)CC1CCCC1
-4,COc1ccc(NC(=O)Nc2ccc3c(c2)CC(=O)N([C@@H](C)CO)C[C@@H](C)[C@@H](CN(C)C(=O)Nc2ccc(C(F)(F)F)cc2)O3)cc1
9,C[C@@H]1CN([C@@H](C)CO)C(=O)c2cc(C3=CCCC3)cnc2O[C@@H]1CN(C)C(=O)c1ccc(F)cc1
1,COC(=O)c1ccc(/C=N/NC(=O)c2ccccc2O)cc1
-2,O=C(C[C@H]1C[C@@H]2c3cc(NS(=O)(=O)c4ccc(F)cc4)ccc3O[C@@H]2[C@@H](CO)O1)N1CCc2ccccc2C1
-5,CCC(=O)N(C)C[C@H]1Oc2cc(-c3cccc(OC)c3)ccc2S(=O)(=O)N([C@@H](C)CO)C[C@H]1C
-2,COc1ccc(NC(=O)N(C)C[C@H]2Oc3ccc(NC(=O)NC4CCCCC4)cc3C(=O)N([C@H](C)CO)C[C@H]2C)cc1
1,C[C@@H]1CN([C@H](C)CO)C(=O)c2cc(NC(=O)Nc3ccccc3)ccc2O[C@@H](C)CCCCO[C@H]1CN(C)C(=O)Nc1ccc(C(F)(F)F)cc1
3,COc1ccc(-c2cnc3c(c2)C(=O)N([C@@H](C)CO)C[C@@H](C)[C@@H](CN(C)C(=O)Cc2ccccc2)O3)cc1
2,C[C@@H]1CN([C@H](C)CO)C(=O)c2cccc(NS(=O)(=O)c3ccccc3)c2O[C@H]1CN(C)Cc1ccc(-c2ccccc2)cc1
2,CN(C)C(=O)C[C@@H]1C[C@@H]2c3cc(NC(=O)NC4CCCCC4)ccc3O[C@@H]2[C@@H](CO)O1
-5,CCCNC(=O)C[C@H]1C[C@@H]2c3cc(NC(=O)NC4CCCCC4)ccc3O[C@@H]2[C@@H](CO)O1
2,C[C@@H]1CN([C@H](C)CO)C(=O)c2cc(NC(=O)CCC(F)(F)F)ccc2O[C@@H](C)CCCCO[C@H]1CN(C)S(=O)(=O)c1ccccc1
-1,O=C(OC[C@@H]1[C@H]2c3ccccc3OC1(CO)N=C1SCc3ccccc3CN12)c1ccccc1
-5,C[C@@H]1CCCCO[C@H](CN(C)C(=O)Nc2ccc(F)cc2)[C@@H](C)CN([C@@H](C)CO)C(=O)c2cc(NC(=O)NC3CCCCC3)ccc2O1
-2,Cc1nnc(SCc2cc(=O)[nH]c(=S)[nH]2)s1
14,CCC(C)(NC(C)=O)C(=O)NC(Cc1c[nH]c2ccccc12)C(=O)NC(CCC(N)=O)C(=O)O (centres undefined)
-1,Cc1[nH]c2ccc(CN3C(=O)c4ccccc4C3=O)cc2c1C
?,C/C=C/c1cnc2c(c1)C(=O)N([C@@H](C)CO)C[C@H](C)[C@@H](CN(C)Cc1ccccc1F)O2
-3,C[C@H](CO)N1C[C@H](C)[C@H](CN(C)Cc2ccc(C(=O)O)cc2)OCCCC[C@H](C)Oc2ccc(NC(=O)C3CCCCC3)cc2C1=O
3,Cc1ccc(S(=O)(=O)N(C)C[C@@H]2OCc3cnnn3CCCC(=O)N([C@H](C)CO)C[C@H]2C)cc1
7,C[C@H](CO)N1C[C@H](C)[C@H](CN(C)CC2CCCCC2)Oc2c(NC(=O)c3nc4ccccc4s3)cccc2C1=O
-30,O=C(C[C@@H]1C=C[C@@H](NC(=O)C2CC2)[C@@H](CO)O1)NCc1ccncc1
4,C[C@@H]1CN([C@@H](C)CO)C(=O)c2cc(NC(=O)c3ccncc3)ccc2O[C@@H](C)CCCCO[C@@H]1CN(C)C(=O)CCCN(C)C
2,C[C@@H]1CN([C@@H](C)CO)C(=O)c2cccc(NC(=O)c3nc4ccccc4s3)c2O[C@H]1CN(C)CC1CC1
-1,C[C@@H]1CN([C@@H](C)CO)C(=O)Cc2cc(NC(=O)Nc3cccc4ccccc34)ccc2O[C@H]1CN(C)Cc1ccc(Cl)c(Cl)c1
44,O=C(O)CC(CCc1ccccc1)OC1OC(CO)C(O)C(O)C1O (centres undefined)
?,COc1ccc(NC(=O)Nc2ccc3c(c2)C(=O)N([C@@H](C)CO)C[C@@H](C)[C@@H](CN(C)CC2CCCCC2)O3)cc1
-3,C[C@H](CO)N1C[C@H](C)[C@@H](CN(C)S(=O)(=O)c2cccs2)Oc2c(NS(C)(=O)=O)cccc2C1=O
14,CC(=O)N(C)C[C@H]1Oc2cc(C#CCC3CCCC3)ccc2S(=O)(=O)N([C@H](C)CO)C[C@@H]1C
-3,C[C@@H]1CN([C@@H](C)CO)C(=O)Cc2cc(NC(=O)CCCCCC(=O)Nc3ccccc3N)ccc2O[C@@H]1CN(C)C
3,C[C@H]1CN([C@@H](C)CO)C(=O)c2cc(NS(=O)(=O)c3ccccc3)ccc2O[C@H]1CN(C)C(=O)NC1CCCCC1
1,C[C@@H]1CN([C@H](C)CO)C(=O)c2cc(/C=C/c3ccccc3)cnc2O[C@@H]1CN(C)S(=O)(=O)c1ccc(F)cc1
11,Cc1noc(C)c1S(=O)(=O)Nc1ccc2c(c1)C(=O)N([C@H](C)CO)C[C@H](C)[C@@H](CN(C)C(=O)Nc1ccc(F)cc1)OCCCC[C@H](C)O2
-2,C[C@@H]1CCCCO[C@H](CN(C)Cc2ccncc2)[C@@H](C)CN([C@H](C)CO)C(=O)c2cc(NC(=O)Nc3cccc4ccccc34)ccc2O1
1,C[C@H]1CN([C@@H](C)CO)C(=O)Cc2cc(NC(=O)Nc3cccc4ccccc34)ccc2O[C@H]1CN(C)S(=O)(=O)c1cccs1
-4,CNC[C@@H]1Oc2ccc(NC(=O)Cc3cn(C)c4ccccc34)cc2C(=O)N([C@H](C)CO)C[C@H]1C
1,C[C@@H]1CN([C@@H](C)CO)C(=O)c2ccccc2-c2ccccc2CO[C@@H]1CN(C)C(=O)C1CC1
1,C[C@H](CO)N1C[C@H](C)[C@H](CN(C)Cc2ccccc2)Oc2ccc(NC(=O)Cc3ccccc3)cc2CC1=O
-2,C[C@@H]1CN([C@H](C)CO)C(=O)c2cc(NC(=O)Nc3ccc4c(c3)OCO4)ccc2O[C@@H](C)CCCCO[C@@H]1CN(C)S(=O)(=O)c1ccc(Cl)cc1
-4,C[C@H](CO)N1C[C@H](C)[C@H](CN(C)C(=O)Cc2ccccc2)OCc2cn(nn2)CCCC1=O
23,CCCC#Cc1ccc2c(c1)O[C@H](CN(C)C(=O)CN(C)C)[C@@H](C)CN([C@@H](C)CO)S2(=O)=O
-2,CC(C)NC(=O)N(C)C[C@@H]1OCCCC[C@H](C)Oc2ccc(NC(=O)Nc3ccccc3)cc2C(=O)N([C@H](C)CO)C[C@@H]1C
0,COc1cc2c(CCNC(C)=O)c[nH]c2cc1Cl
0,C[C@H](CO)N1C[C@H](C)[C@@H](CN(C)S(=O)(=O)c2cn(C)cn2)Oc2ncc(/C=C/c3ccccc3)cc2C1=O
2,COc1ccc(CN(C)C[C@H]2Oc3ccc(NC(=O)NC4CCCCC4)cc3C(=O)N([C@H](C)CO)C[C@@H]2C)cc1
1,COC(=O)C[C@@H]1C[C@@H]2c3cc(NC(=O)C4CCC4)ccc3O[C@@H]2[C@@H](CO)O1
1,Cc1noc(C)c1NC(=O)N[C@@H]1CC[C@H](CC(=O)N2CCCCC2)O[C@H]1CO
4,C[C@@H]1CN([C@H](C)CO)C(=O)Cc2cc(NC(=O)Cc3cn(C)c4ccccc34)ccc2O[C@@H]1CN(C)S(C)(=O)=O
-8,Cc1noc(C)c1S(=O)(=O)N(C)C[C@@H]1OCCCC[C@@H](C)Oc2ccc(NC(=O)Cc3ccccc3)cc2C(=O)N([C@@H](C)CO)C[C@@H]1C
-1,COc1cccc(-c2cnc3c(c2)C(=O)N([C@H](C)CO)C[C@H](C)[C@H](CN(C)Cc2ccc4c(c2)OCO4)O3)c1
6,C[C@H](CO)N1C[C@H](C)[C@@H](CN(C)S(=O)(=O)c2ccc(F)cc2)Oc2c(NC(=O)C3CC3)cccc2C1=O

# Additional compounds:
NSD2 block,smiles
2,CNC[C@H]1OCCCC[C@@H](C)Oc2ccc(NS(=O)(=O)c3cccs3)cc2C(=O)N([C@H](C)CO)C[C@H]1C
4,CN(C)CC(=O)Nc1ccc2c(c1)[C@H]1C[C@@H](CC(=O)NCc3ccncc3)O[C@H](CO)[C@H]1O2
10,CC(C)CC#Cc1cnc2c(c1)C(=O)N([C@@H](C)CO)C[C@@H](C)[C@@H](CN(C)Cc1cncnc1)O2
2,COCCOC(=O)N1C(=O)[C@@]2(c3cc(C#CCNC(N)=O)ccc31)[C@H](c1ccc(OCCO)cc1)N1[C@H](c3ccccc3)[C@H](c3ccccc3)OC(=O)[C@H]1[C@@H]2C(=O)NC[C@H](O)c1ccccc1
1,CCCC#Cc1ccc2c(c1)O[C@H](CN(C)C(=O)c1ccccn1)[C@@H](C)CN([C@@H](C)CO)S2(=O)=O
3,C/C=C/c1cnc2c(c1)C(=O)N([C@@H](C)CO)C[C@@H](C)[C@H](CN(C)C(=O)CN1CCOCC1)O2
-4,C[C@@H]1CCCCO[C@H](CN(C)S(=O)(=O)c2ccc(F)cc2)[C@@H](C)CN([C@H](C)CO)C(=O)c2cc(NC(=O)Nc3ccc(C(F)(F)F)cc3)ccc2O1
3,CC(C)NC(=O)Nc1ccc2c(c1)C(=O)N([C@H](C)CO)C[C@H](C)[C@@H](CN(C)Cc1ccc(C(F)(F)F)cc1)OCCCC[C@@H](C)O2

# By substructure: the compounds so far containing two or more sulfur atoms
NSD2 block,smiles
-18,C[C@@H]1CN([C@H](C)CO)C(=O)Cc2cc(NS(=O)(=O)c3cccs3)ccc2O[C@H]1CN(C)Cc1ccc(Oc2ccccc2)cc1
2,C[C@@H]1CCCCO[C@H](CN(C)S(=O)(=O)c2cccs2)[C@@H](C)CN([C@H](C)CO)C(=O)c2cc(NC(=O)c3ccccc3)ccc2O1
0,COc1ccc(S(=O)(=O)Nc2cccc3c2O[C@H](CN(C)S(=O)(=O)c2c(C)noc2C)[C@@H](C)CN([C@@H](C)CO)C3=O)cc1
-3,C[C@@H]1CCCCO[C@H](CN(C)S(=O)(=O)c2ccccc2)[C@H](C)CN([C@H](C)CO)C(=O)c2cc(NS(=O)(=O)c3ccc(Cl)cc3)ccc2O1
-2,Cc1nnc(SCc2cc(=O)[nH]c(=S)[nH]2)s1
-3,C[C@H](CO)N1C[C@H](C)[C@@H](CN(C)S(=O)(=O)c2cccs2)Oc2c(NS(C)(=O)=O)cccc2C1=O
1,C[C@H]1CN([C@@H](C)CO)C(=O)Cc2cc(NC(=O)Nc3cccc4ccccc34)ccc2O[C@H]1CN(C)S(=O)(=O)c1cccs1
2,CNC[C@H]1OCCCC[C@@H](C)Oc2ccc(NS(=O)(=O)c3cccs3)cc2C(=O)N([C@H](C)CO)C[C@H]1C

# Bioassay records as filed in PubChem.
